Tb PGK inh = blocks T. brucei phosphoglycerate kinase. P07378. PGK/GAPDH coupled, Kinase-Glo luminescence, 60 min. Potency, µM (doses to about 57.5 µM), for inactives: top-dose activity change, negative = inhibition, hits mostly inhibitors. 380,000 compounds, 0.043% hits; also: potency is read from the fitted curve at half-maximal effect; % is scaled to controls: 0 for no effect and ±100 for the full control effect; nearly all actives have a fitted effect of over 60% in size
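Recombinant glycosomal PGK reaction used 1,3-bisphosphoglycerate generated in-well by GAPDH (100nM final) in 100mM TEA pH 7.6, 5mM MgCl2, 0.01% Tween-20. After 60 minutes at room temperature, ATP was read by Kinase-Glo Plus luminescence end-point.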
HP1b chromo inh = HP1-beta chromodomain-methylated histone interaction inhibition; P83916; AID 540317; Potency, µM (series often up to 114 µM), for the others: at the highest dose activity change, negative = inhibition, hits mostly inhibitors; AlphaScreen HP1-beta / biotin-H3K9me3 peptide binding; 390,000 compounds, 0.56% hits; also: potency is read from the fitted curve at half-maximal effect; nearly all actives have a fitted effect of over 70% in size; inactives centre near 23
Target sequence (P83916 whole entry, looked up): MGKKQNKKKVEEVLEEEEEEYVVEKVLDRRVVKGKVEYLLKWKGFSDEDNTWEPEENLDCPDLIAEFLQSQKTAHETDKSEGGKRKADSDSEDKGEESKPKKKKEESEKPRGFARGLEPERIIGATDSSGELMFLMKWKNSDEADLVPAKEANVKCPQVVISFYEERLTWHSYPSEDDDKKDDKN
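Compound inhibition of the preformed complex between 50 nM HP1-beta and 50 nM biotinylated H3K9me3 peptide was read by AlphaScreen. Buffer was PBS pH 7.4 with 0.01% Tween-20. Incubations ran 30 min at room temperature, with 10 ug/mL donor/acceptor beads.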
TrxR1 substrate = rat thioredoxin reductase 1 substrate activity | O89049 | purified TrxR1 substrate turnover, NADPH consumption readout | Potency, µM (titrated, usually from 114 µM), for inactives: at the highest dose activity change, negative = substrate turnover | 390,000 compounds, 0.01% hits; also: potency is read from the fitted curve at half-maximal effect; % is scaled to controls: 0 for no effect and ±100 for the full control effect; nearly all actives have a fitted effect of over 50% in size
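Rat TrxR1, dispensed at 90 nM, was prereduced with 400 uM NADPH (final) for 5 min at ~22 deg C, then incubated with compound 15 min before 400 uM selenite. A first-read NADPH fluorescence drop versus no-compound background flagged substrates.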
USP1-UAF1 inh = USP1/UAF1 (human) deubiquitinase inhibition. O94782. recombinant USP1/UAF1, Ub-Rhodamine cleavage fluorescence. Potency, µM (titrated, usually from 57.1 µM), for the others: at the top dose activity change, negative = inhibition, most hits filed as inhibitors. 390,000 compounds, 0.23% hits; also: potency is read from the fitted curve at half-maximal effect; % is scaled to controls: 0 for no effect and ±100 for the full control effect; nearly all actives have a fitted effect of over 60% in size; inactives centre near -12
Target sequence (O94782 whole entry, looked up): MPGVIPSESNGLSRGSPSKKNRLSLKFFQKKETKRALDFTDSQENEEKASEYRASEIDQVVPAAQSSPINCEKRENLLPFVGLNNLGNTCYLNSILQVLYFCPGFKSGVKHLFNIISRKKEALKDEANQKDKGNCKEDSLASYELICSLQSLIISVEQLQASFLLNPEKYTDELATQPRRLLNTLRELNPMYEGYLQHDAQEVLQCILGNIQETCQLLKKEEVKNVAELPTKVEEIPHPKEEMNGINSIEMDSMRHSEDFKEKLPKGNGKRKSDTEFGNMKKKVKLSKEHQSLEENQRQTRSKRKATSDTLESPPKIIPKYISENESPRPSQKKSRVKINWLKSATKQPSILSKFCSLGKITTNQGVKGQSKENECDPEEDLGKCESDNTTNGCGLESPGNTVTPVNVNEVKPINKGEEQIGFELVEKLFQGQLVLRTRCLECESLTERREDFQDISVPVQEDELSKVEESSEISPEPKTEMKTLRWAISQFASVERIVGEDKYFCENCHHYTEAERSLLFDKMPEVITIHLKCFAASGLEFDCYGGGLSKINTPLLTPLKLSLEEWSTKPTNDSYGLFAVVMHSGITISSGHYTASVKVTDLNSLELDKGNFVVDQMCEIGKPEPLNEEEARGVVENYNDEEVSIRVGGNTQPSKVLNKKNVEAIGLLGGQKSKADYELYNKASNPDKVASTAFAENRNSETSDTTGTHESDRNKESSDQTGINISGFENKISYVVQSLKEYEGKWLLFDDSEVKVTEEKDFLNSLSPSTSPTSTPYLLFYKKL
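Step one: compound is pinned into 1nM USP1/UAF1 in HEPES pH 7.8 buffer with TCEP. Step two: 15 min room-temperature incubation. Step three: Ub-Rho (150nM final) starts cleavage, tracked by fluorescence over six one-minute reads.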
GLS inh = glutaminase GLS (human) inhibition; GLS enzymatic activity, qHTS titration; Potency, µM (series often up to 45.5 µM), for inactives: at the highest dose activity change, negative = inhibition, actives largely listed as inhibitors; 410,000 compounds, 0.21% hits; also: potency is read from the fitted curve at half-maximal effect; % is scaled to controls: 0 for no effect and ±100 for the full control effect
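Read-out is an Amplex red fluorescence increase coupled through glutamate oxidase and HRP, measured before and after 30 min room-temperature incubation. hKGA is in 45 mM KH2PO4 (pH 8.2) with 0.02% Tween-20; glutamine added as 1mM solution.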
mIDH1 inhibitor = inhibitors of human mutant IDH1 R132H; O75874; Potency, µM (doses to about 76.6 µM), for the others: top-dose activity change, negative = inhibition, most hits filed as inhibitors; IDH1-R132H enzyme, NADPH consumption, diaphorase/resazurin fluorescence; 390,000 compounds, 0.093% hits; AID 602179; also: potency is read from the fitted curve at half-maximal effect; % is scaled to controls: 0 for no effect and ±100 for the full control effect; nearly all actives have a fitted effect of over 65% in size
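IDH1-R132H (0.5 ug/mL dispensed) in pH 7.5 Tris buffer was preincubated 30 min with compound, then given a substrate mix of 0.016 mM NADPH and 2 mM alpha-KG for 80 min at room temperature; remaining NADPH was read by diaphorase/resazurin fluorescence.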
Pin1 inhibitor = inhibitors of human Pin1; Q13526; Pin1 FP peptide displacement, HiFluor488, 10 min; Potency, µM (top dose mostly 115 µM), for inactives: at the highest dose activity, negative = inhibition, most hits filed as inhibitors; 390,000 compounds, 0.009% hits; AID 504891; active = well fitted inhibition curve with a large enough effect in the polarisation, with a control signal flat, not every such curve was filed as active; inconclusive = small, poorly fitted or top-dose-only effect, or effect the other way, or a change in a side signal; inactive = no such curve, though single readings can be large or run the other way; the % refers to the polarisation; also: potency is read from the fitted curve at half-maximal effect; % is scaled to controls: 0 for no effect and ±100 for the full control effect
PI4K2A block = PI4K2A (human) kinase inhibition; purified PI4K2A, ADP-Glo luminescence, 1 h; hits give low values; activity change, negative = inhibition, % at 76.9 µM; 420,000 compounds, 0.13% hits; in the data active = activity change below about -50%; inconclusive = mostly about -30% to -49%;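 also: -100% = wells without enzyme as full effect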
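ADP-Glo luminescence measured ADP generated by PI4K2A enzyme (4 ug/mL before mixing) with 1.2 mM PI substrate (pre-mix) and 300 microM ATP (pre-mix). Tris pH7.5 buffer with MgCl2, Triton X-100; 1 h reaction at ambient temperature.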
TrxR1 inh = blocks rat thioredoxin reductase 1; 390,000 compounds, 1% hits; AID 588453; Potency, µM (series often up to 114 µM), without a hit: top-dose activity change, negative = inhibition, most hits filed as inhibitors; recombinant rTrxR1, NADPH fluorescence consumption, selenite substrate; O89049; also: potency is read from the fitted curve at half-maximal effect; % is scaled to controls: 0 for no effect and ±100 for the full control effect; nearly all actives have a fitted effect of over 65% in size
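Rat TrxR1 (90 nM in the dispensed reagent) was pre-reduced with 400 uM NADPH for 5 min at room temperature, then incubated with compound for 15 min. After 400 uM selenite was added, NADPH fluorescence (Ex 340/Em 450 nm) was followed for 8 min.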
Numbers without * were called inactive; i = inactive; u = inconclusive; x = no result given; & = joins results of further samples; [ ] = dose if it differs, or a comment. Unless noted, calls follow the shape of the dose curve; as a rule, active = well fitted curve in the direction sought with a large enough effect; inconclusive = small, poorly fitted or top-dose-only effect, or another doubt; inactive = no such curve, though single readings can be large; an effect the other way counts as inactive or inconclusive.

SMILES	Tb PGK inh	HP1b chromo inh	TrxR1 substrate	USP1-UAF1 inh	GLS inh	mIDH1 inhibitor	Pin1 inhibitor	PI4K2A block	TrxR1 inh
C=CCc1cccc(/C=N/NC(=O)c2ccccc2Br)c1O	-11.0%	35.2%	-16.1%	-16.8%	7.1%	35.0%[activator]	1.9%	4.2	-7.4%
COc1cc(OC)cc(C2C(C#N)=C(N)Oc3n[nH]c(-c4cccnc4)c32)c1 (centres undefined)	5.5%	27.7%	1.4%	11.0%	u	1.1%	9.3%	0.6	u
Cc1cccc(/C=N\NC(=O)c2ccc(Cl)cc2)c1O	-1.8%	18.5%	1.9%	-12.4%	-0.4%	-6.0%	2.1%	-14.3	23.1%
C[C@H](CO)N1C[C@H](C)[C@@H](CN(C)Cc2cccc(C(=O)O)c2)Oc2cc(Br)ccc2S1(=O)=O	i	x	x	-15.5%	1.0%	0.0%	x	-6.8	x
O/N=C/c1ccc(OCc2ccccc2F)c(Cl)c1	-1.3%	23.8%	-8.8%	3.0%	21.8%	1.6%	1.3%	-6.8	-6.8%
CCc1cc(C(=O)Nc2sc(C)c(CC)c2C#N)no1	i	-9.5%	-4.4%	u	1.0%	1.6%	2.2%	4.6	0.1%
COc1ccccc1N1CCN(C(=O)Nc2cccc(C)c2)CC1	-9.9%	25.0%	-5.7%	-18.0%	0.3%	4.5%	-1.5%	-3.4	2.0%[57.1 µM]
CCN(CC)CCCNC(=O)c1ccc(Cn2c(=O)[nH]c3cc(OC)c(OC)cc3c2=O)cc1	-0.3%	28.7%	6.7%	-13.9%	-2.4%	-6.3%	u	-0.5	10.2%
CCCCn1c(N)c(N(CCOC)C(=O)C2CC(=O)N(c3cccc(SC)c3)C2)c(=O)[nH]c1=O (centres undefined)	-8.5%	32.8%	-7.0%	-16.1%	-12.2%	9.6%	-5.1%	2.5	-11.1%
CCn1cc(C(=O)OC)c(=O)c2cc(S(=O)(=O)N(C)C3CCCCC3)ccc21	-5.2%	46.1%[activator]	-5.8%	-14.9%	2.6%	0.4%	-1.8%	-5.2	14.7%
COc1ccc(N2CCN(S(=O)(=O)CCNC(=O)C3CCCCC3)CC2)cc1	2.5%	47.9%[activator]	-4.9%	-23.0%	16.5%	0.0%	-1.3%	5.6	-6.8%
CCc1ccc(S(=O)(=O)Nc2cc3c(cc2C)n(C)c(=O)n3C)cc1	0.9%	34.6%	0.7%	-20.6%	0.4%	-0.7%	-2.6%	5.0	7.3%
Cc1cc(Br)c(NC(=O)CSc2n[nH]c(N)n2)c(Br)c1	i	33.6%	-5.8%	-14.7%	21.8%	13.9%	-1.4%	4.5	-2.2%
COc1ccc(NC(=O)CCN2CCN(S(=O)(=O)c3cc(Cl)ccc3OC)CC2)cc1	-3.8%	15.1%	7.2%[57.1 µM]	-0.3%	3.8%	0.8%	-8.1%	13.4	12.2%
COc1ccc(-c2noc(-c3cccnc3N3CCN(c4ccc(OC)cc4)CC3)n2)cc1	9.5%	27.0%	-19.3%	-4.3%	4.3%	0.7%	u	2.7	-19.1%
CC(=O)c1cccc(NC(=O)COC(=O)c2ccc(S(C)(=O)=O)c([N+](=O)[O-])c2)c1	2.8%	20.9%&26.7%	0.6%&-13.7%	-4.5%	-1.8%	-10.9%	u	-10.3	1.58µM*
COc1cc(C(=O)OC(C)CN2CCCC2)cc(OC)c1OC (centres undefined)	-4.7%	30.4%	10.4%	-13.3%	23.5%	13.3%	-15.5%	-1.5	11.2%
COc1ccc(OC)c2sc(N3CCN(C(=O)c4ccc5c(c4)CCCC5)CC3)nc12	-3.8%	u	-2.1%[57.1 µM]	-12.8%	0.3%	2.7%	7.1%	4.0	4.0%[57.1 µM]
CCCCCC(=O)Nc1nc(C)c(-c2csc(Nc3cc(OC)ccc3OC)n2)s1	-8.7%	u	10.0%[57.1 µM]	-8.7%	4.1%	1.9%	6.1%	-3.9	22.4%[57.1 µM]
COc1ccc(NC(=O)CNC(=O)c2ccco2)cc1S(=O)(=O)Nc1cc(C)ccc1Br	-6.7%	18.1%[57 µM]	-6.8%[57.1 µM]	-17.0%	4.9%	2.1%	-5.6%	-5.8	-3.2%[57.1 µM]
CCOc1ccc(N2C(=O)CC(Sc3ncccn3)C2=O)cc1 (centres undefined)	i	57.4%[activator]	-5.4%	-6.3%	-4.4%	5.1%	-6.7%	6.4	-16.9%
CC(=O)Nc1ccc(Nc2ncnc3c2nnn3Cc2ccccc2Cl)cc1	-3.3%	11.8%	-4.1%	-14.9%	-2.1%	-4.9%	1.0%	0.2	-3.9%
O=C(O)CCNc1nc(-c2ccccc2)nc2ccccc12	-2.4%	-0.3%	13.1%[57.1 µM]	-9.8%	5.6%	11.2%	6.5%	-7.0	25.0%[57.1 µM]
COc1cccc(CNC(=O)Cn2c(C)c3cnn(-c4ccccc4)c(=O)c3c2C)c1	-4.0%	25.3%	-1.4%	-10.9%	7.1%	-11.7%	8.4%	-1.4	7.3%
COc1ccccc1-n1c(SCC(N)=O)nc2sc3c(c2c1=O)CCC3	-8.1%	-6.9%	-2.9%	-2.7%	1.9%	-3.3%	2.1%	-4.6	12.0%[0.0914 µM]
SMILES	Tb PGK inh	HP1b chromo inh	TrxR1 substrate	USP1-UAF1 inh	GLS inh	mIDH1 inhibitor	Pin1 inhibitor	PI4K2A block	TrxR1 inh
OC(CNCC1CCCO1)COc1ccc(OCC(O)CNCC2CCCO2)cc1 (centres undefined)	7.7%	7.1%	5.4%	-9.0%	8.0%	-4.0%	0.8%	-7.3	13.0%
Cc1ccccc1NC(=S)NCc1ccc2c(c1)OCO2	i	28.8%	-5.1%	-20.1%	-0.7%	0.5%	-7.2%	-2.8	-4.3%
O=C(NCC(=O)N1CCN(c2ncccn2)CC1)c1ccc(F)cc1	-2.6%	28.3%	4.6%	-18.9%	1.9%	2.2%	0.9%	1.4	2.6%
CCOC(=O)c1c(NC(=O)c2cccs2)sc2c1CC(C)(C)OC2	-12.8%	165.6%	14.4%	-9.9%	-3.0%	3.2%	26.9%	6.6	13.5%[57.1 µM]
O=C(Cc1c(O)c2ccccc2[nH]c1=O)OC1CCCCC1	-3.4%	27.0%	39.1%[activator]	6.4%	6.2%	0.1%	0.0%	-2.6	33.9%
COc1ccc(OC)c(C(=O)C(=O)c2cc(OC)ccc2OC)c1	-0.5%	-5.8%	-6.1%	-3.6%	-1.2%	0.0%	1.0%	-2.9	-1.0%[57.1 µM]
Cc1ccc(-c2nc(CS(=O)(=O)CC(=O)NCc3ccc4c(c3)OCO4)c(C)o2)cc1	-1.6%	37.7%[activator]	17.6%	-12.7%	5.7%	-3.3%	0.1%	-2.1	10.7%
Cc1ccc(F)c(CNC(=O)C2CCC(=O)N(CCN3CCOCC3)C2)c1F (centres undefined)	i	32.7%	3.6%[57.1 µM]	-1.2%	3.7%	-0.7%	-1.1%	2.5	17.4%[57.1 µM]
O=C(Nc1nccs1)NC(C(F)(F)F)C(F)(F)F	10.3%	24.2%	-6.6%	5.9%	0.0%	0.0%	3.8%	4.5	-9.3%
COc1ccc(NC(=O)c2cc3c(-c4ccccc4F)nn(C)c3s2)c(OC)c1	1.9%	25.7%	8.6%	-16.1%	-1.4%	0.0%	u	-2.2	22.4%
C#CCOCCOCCOCCNc1nc(N2CCN(C(=O)CCCCCCCCCCNC(=O)[C@@H](CCSC)n3cc(CCO)nn3)CC2)nc(N2CCN(C(=O)CCCCCCCCCCNC(=O)[C@H](CO)n3cc(CCCCCN)nn3)CC2)n1	3.2%	u	4.8%	u	u	9.2%	5.2%	-2.1	4.8%
CCCNC(=O)c1ccc(Cn2c(=S)[nH]c3c([nH]c4ccc(OC)cc43)c2=O)cc1	0.9%	23.9%	7.8%[57.1 µM]	-5.6%	9.9%	1.8%	2.2%	0.6	1.9%[57.1 µM]
CCN1CCn2c3c(c4cccc(C)c42)CCCC31 (centres undefined)	5.4%	-6.6%	5.0%	-21.9%	5.8%	2.8%	7.1%	-4.1	2.4%[57.1 µM]
CCN(CC)C(=O)c1cnn(-c2ccccc2)c1NC(=O)c1ccccc1F	4.9%	24.3%	3.8%	-16.0%	0.8%	0.4%	0.9%	4.4	14.8%
CCOC(=O)C(=NC(C)CC)NNc1cccc(C(F)(F)F)c1 (centres undefined)	i	8.7%	-12.6%	-25.8%	-6.4%	8.8%	-1.1%	2.8	-13.7%
COC(=O)c1cc2sccc2n1Cc1ccc(F)cc1Cl	i	75.4%[activator]	-1.3%	-8.5%	-14.0%	u	14.6%	0.8	18.5%
CC(C)=CCN1CCN(Cc2ccc(Sc3nncn3C)o2)CC1CCO (centres undefined)	5.0%	8.4%	6.1%[57.1 µM]	-9.4%	10.7%	24.6%	-3.9%	0.7	9.4%[57.1 µM]

Random excerpt: two compounds from above, in no set order.
SMILES	Tb PGK inh	HP1b chromo inh	TrxR1 substrate	USP1-UAF1 inh	GLS inh	mIDH1 inhibitor	Pin1 inhibitor	PI4K2A block	TrxR1 inh
CCN(CC)C(=O)c1cnn(-c2ccccc2)c1NC(=O)c1ccccc1F	4.9%	24.3%	3.8%	-16.0%	0.8%	0.4%	0.9%	4.4	14.8%
CCOC(=O)c1c(NC(=O)c2cccs2)sc2c1CC(C)(C)OC2	-12.8%	165.6%	14.4%	-9.9%	-3.0%	3.2%	26.9%	6.6	13.5%[57.1 µM]

Source: PubChem BioAssay

This is a subset, so the mix of outcomes need not match the whole.
